# Screens from PubChem.
# eLon inh: inhibits E. coli Lon protease; purified E. coli Lon protease, fluorescence polarization; hit rate 0.42% among 360,000; inhibition, % at 7.94 µM; in the data active means inhibition above about 13%, passing the limit was not always enough;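 further: 0% = enzyme with probe and DMSO and 100% = no enzyme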
# bovine MsrA act: bovine methionine sulfoxide reductase A activation; purified bovine MsrA, absorbance read-out; activation, % at 10.6 µM; hit rate 0.3% among 360,000; AID 602163; in the data active means activation above about 7.5%;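 further: 0% = vehicle and 100% = reference activator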
# SKN-1 inh: C. elegans SKN-1 inhibition | C. elegans VP596 Pgst-4::GFP/RFP ratio, acrylamide-induced, 24 h | inhibition, % at 21.8 µM | hit rate 0.49% among 360,000 | AID 624304;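 active means interference check ratio from 0.5 to 1.5 plus GFP to RFP signal ratio inhibition reaching or exceeding a fixed threshold, cut at about 30% in these data, passing the limit was not always enough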; further: some compounds called inactive have numbers as strong as hits
# MT1-MMP act inh: MT1-MMP (human) activation inhibition. hit rate 0.061% among 360,000. HT1080 RFP-PRO-GFP cells, GFP/RFP ratio fluorescence, overnight; percent of plate control window, DMSO zero. GFP/RFP ratio change, % at 20 µM. AID 651647. P50281;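 active means GFP/RFP ratio change of at least 30% with cell ATP level not reduced by more than half and red fluorescence within 50% of control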; further: strong numbers were not always called active
#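 Material – HT1080 RFP-PRO-GFP cells · Control set – DMSO wells and RFP-L50D-GFP cells · Incubation – overnight cell settling, then overnight compound exposure, 37 °C, 5% CO2 · Compound dosing – single-point 20 µM compound, 1% DMSO · Read-out – GFP/RFP fluorescence ratio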
# CendR NRP1 mod: NRP-1/CendR interaction modulation; hit rate 0.85% among 360,000; FAM-RPARPAR peptide binding to NRP-1, fluorescence polarization; AID 602438; inhibition, % at 25 µM; O14786;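 active means inhibition or corrected inhibition above about 18%, plus a signal ratio from 0.5 to 1.5, limit read from the data, passing the limit was not always enough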; further: strong numbers were not always called active
# Tb MetRS inh: blocks T. brucei methionyl-tRNA synthetase activity | purified T. brucei MetRS, ATP depletion, Kinase-Glo luminescence | hit rate 0.4% among 360,000 | inhibition, % at 11.9 µM;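 active means inhibition above a per-plate cutoff of the control wells' mean inhibition plus 3 SD, cut at about 5.5% in these data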;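 further: 0% = DMSO wells median and 100% = median of wells with control inhibitor compound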
#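 Material: T. brucei methionyl-tRNA synthetase, purified; reagent: substrates ATP, L-methionine and bulk Escherichia coli tRNA; dosing: 11.9 µM single point; timing: 15 min plus 2 h at 25 °C; detection: luminescence of leftover ATP; evaluation: % inhibition; control set: DMSO-only wells as low control; replicates: singlicate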
# MsrA inhibitor: inhibitors of bovine MsrA | purified bovine MsrA, absorbance read-out | inhibition, % at 15.5 µM | hit rate 0.75% among 360,000; in the data active means inhibition above about 4.5%;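 further: 0% = vehicle wells with enzyme and 100% = reference inhibitor wells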
# FAS-TE inh: FAS thioesterase (human) inhibition; P49327; recombinant FAS-TE, OMFH fluorogenic substrate, fluorescence endpoint; hit rate 0.67% among 360,000; inhibition, % at 15 µM;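 active means compounds whose normalised, plate-corrected inhibition of enzyme fluorescence in the single-dose primary screen is 50% or more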;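 further: 0% = DMSO with enzyme and 100% = substrate without enzyme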
# MLLE-PAM2 inh: blocks PAM2 peptide binding to the PABP1 MLLE domain. GST-MLLE / FITC-PAM2 fluorescence polarization. inhibition, % at 20 µM. hit rate 0.36% among 360,000. AID 588489; in the data active means inhibition above about 35%, passing the limit was not always enough;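 further: plate controls were DMSO wells with GST-MLLE for no effect and wells lacking GST-MLLE protein for full effect; some results filed as inactive read as strong as hits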
# Active calls of the source: *; nt = no result given.
SMILES,eLon inh,bovine MsrA act,SKN-1 inh,MT1-MMP act inh,CendR NRP1 mod,Tb MetRS inh,MsrA inhibitor,FAS-TE inh,MLLE-PAM2 inh
O=C(CSc1n[nH]c(-c2cccs2)n1)NCCc1ccccc1,2,-2,15,-7,5,-0.4,-0.1,-4,-18
COc1ccc(C(=O)Nc2cc(=O)[nH]c3ncnn23)cc1,-8,-2,-5,7,-11,0.3,0.9,-5,-3
CCCCC(OC(=O)c1ccco1)C(=O)NCc1ccc(C)cc1 (stereo not drawn),10,-4,7,0,-1,-0.2,0.4,2,17
COc1cccc(C2CC(c3ccccc3C)n3nc(N)nc3N2)c1 (stereo not drawn),-2,-3,5,2,-8,0.1,0.8,-5,-9
Cc1noc(C)c1S(=O)(=O)Nc1ccc2c(c1)C(=O)N([C@H](C)CO)C[C@H](C)[C@@H](CN(C)S(=O)(=O)c1ccccc1)O2,-1,-8,8,-4,3,-0.3,-0.5,-12,-5
COc1cc(CCCN2CCNC[C@@H]2C(C)O)cc(OC)c1OC (stereo partly drawn),-6,-2,7,2,-1,0.3,0.1,-7,3
COc1ccccc1COC(=O)Nc1c(C)nn(C)c1Cl,-13,-2,-13,4,8,-0.6,0.4,-2,-10
CCOC(=O)N1CCN(CC(O)COC2CC(C)CC(C)(C)C2)CC1 (stereo not drawn),-6,-3,-8,2,-5,-1.5,1.3,0,2
CCOC(=O)N1CCN(C(=O)c2ccc(OC)c(OC)c2)CC1,-4,-2,-7,2,9,-0.5,0.9,-8,5
Cn1cccc1CC(=O)N/N=C\c1cccs1,1,-3,-5,-4,3,-0.5,-0.5,-3,-6
O=C(NC(c1ccc(-c2ccccc2)cc1)c1cnccn1)C1CCN(CCOc2ccc(F)cc2)CC1 (stereo not drawn),-10,0,3,-1,0,-0.1,-0.8,9,-12
CCN1C(=O)/C(=C\c2cn(CCC#N)nc2-c2ccc(F)cc2)SC1=S,-3,-6,7,1,-17,-0.8,0.1,47,-5
O=C(N/N=C/c1ccc(O)c([N+](=O)[O-])c1)C1CC1(c1ccccc1)c1ccccc1 (stereo not drawn),-1,-16,0,nt,7,-1.8,3.8,8,-7
O=S(=O)(c1ccc(Br)s1)N1CCC2(CC1)OCCO2,-8,-2,2,-1,8,-0.6,0.2,-2,11
CC(C(=O)N/N=C/c1ccc(N(C)C)c(Br)c1)N(c1ccccc1)S(C)(=O)=O (stereo not drawn),0,-2,-21,-3,3,-1.6,2.1,3,8
Cc1c(C(c2cc(O)ccc2Cl)c2c(C)n(C)n(-c3ccccc3)c2=O)c(=O)n(-c2ccccc2)n1C,8,-7,-11,1,5,-0.7,-0.9,-7,-8
O=C(c1ccccc1)N1CCC(CC2CC(c3ccc(Cl)cc3)=NO2)(C(=O)NCC2CCCCC2)CC1 (stereo not drawn),-7,4,-26,-2,8,-0.2,0.5,12,-8
CCOC(=O)c1cn(CC)c2cc(Cl)c([N+](=O)[O-])cc2c1=O,0,0,1,1,-6,0.2,0.7,10,-3
CC(C)(C)c1ccc(C(=O)CSc2n[nH]c(=O)[nH]c2=O)cc1,1,1,7,5,-4,0.3,1.2,1,-1
S=C(NCCc1ccccc1)Nc1nccs1,4,-3,10,1,14,-0.1,-1.1,-6,1
O=C(COC(=O)c1ccc(S(=O)(=O)N2CCOCC2)cc1)NCc1cccs1,-5,-3,-9,2,-2,1.5,-0.8,-4,-5
CC1(C)CC(=O)C2=C(C1)N(Cc1ccco1)C(=O)C2(O)C(F)(F)F (stereo not drawn),2,3,7,4,6,-0.2,1.1,-5,-12
O=C(NCCc1c[nH]c2ccccc12)C(=O)NCC1OCCN1S(=O)(=O)c1cc(F)ccc1F (stereo not drawn),-15,-8,-1,-3,9,-0.4,0.2,1,-22
COc1ccc(S(=O)(=O)N2CCOCC2)cc1NC(=O)COC(=O)CC1CC2CCC1C2 (stereo not drawn),-7,-3,-9,0,11,0.1,1.0,16,-7
O=C(Nc1ccc(-c2nc3ccccc3[nH]2)cc1)c1ccco1,-11,-8,2,11,-1,-0.8,nt,-3,1

# Overlap with the part before: 2 entries, followed by the next part.
SMILES,eLon inh,bovine MsrA act,SKN-1 inh,MT1-MMP act inh,CendR NRP1 mod,Tb MetRS inh,MsrA inhibitor,FAS-TE inh,MLLE-PAM2 inh
COc1ccc(S(=O)(=O)N2CCOCC2)cc1NC(=O)COC(=O)CC1CC2CCC1C2 (stereo not drawn),-7,-3,-9,0,11,0.1,1.0,16,-7
O=C(Nc1ccc(-c2nc3ccccc3[nH]2)cc1)c1ccco1,-11,-8,2,11,-1,-0.8,nt,-3,1
CCOc1ccc(N2CC(C(=O)NCc3ccccc3)CC2=O)cc1 (stereo not drawn),-13,-2,14,4,2,0.0,-1.3,-2,7
COc1ccc(-n2ncc3c(NCc4cccnc4)ncnc32)cc1,0,0,1,0,6,0.7,-0.9,-1,16
CC(C)Cn1c(-c2cccnc2)nc2c1c(=O)[nH]c(=O)n2CC(C)C,-4,-7,2,-3,3,-0.6,0.2,0,3
Cn1c(SCC(=O)c2ccc3c(c2)OCCO3)nnc1C(F)(F)F,-7,-5,-1,-2,13,-0.7,-0.3,-8,-8
CC12CCC(=O)C=C1CCCC2=O (stereo not drawn),2,-6,-6,-2,16,0.1,1.2,-8,-14
O=C(NCc1ccc(Cl)cc1)N1CCN(Cc2ccccc2)CC1,-4,-2,3,7,-1,-0.3,0.3,9,-4
CCOC(=O)CN(C(=O)COc1nc(-c2ccccc2)cc(C)c1C#N)c1ccc(C)cc1,15,-2,0,-37,-2,-0.8,0.0,49,2
CCCN(CCC)CCNC(=O)c1cn(C)c(=O)c2c1c1ccccc1n2C,4,-4,20,-1,5,-0.2,-0.3,-3,-14
Cc1ccc(Cl)cc1N1CCN(Cc2cc(=O)n3ccsc3n2)CC1,3,-10,-1,-10,2,-1.3,0.8,17,-8
CC1=C(OC(=O)c2ccccc2)C(C)(C)C(c2ccc(Br)cc2)OC1=O (stereo not drawn),-8,0,-3,-3,7,-0.2,-1.7,19,-1
OC[C@@H]1CN(Cc2ccc3c(c2)OCO3)C[C@H](n2cnc3c(NC4CCC4)ncnc32)O1,-16,0,-6,3,-1,-0.1,-0.1,-4,3
CCOC(=O)c1ccc(NC(=O)Nc2ccc(OC)c(OC)c2)cc1,-3,1,12,26,8,-0.6,-0.4,2,0
O=c1cc[nH]c2cc(Cl)ccc12,-16,2,16,-2,-2,-0.2,0.5,-6,13
CC(=O)c1ccc(OCc2ncc(C(F)(F)F)cc2Cl)cc1,-7,-3,4,-1,1,0.2,1.8,7,5
CC(=O)NS(=O)(=O)c1ccc(NC(=O)c2ccc3c(c2)OCO3)cc1,-8,-5,5,1,-12,-0.2,-0.1,-1,5
CC(=O)Nc1cccc(NC(=O)c2cc(-c3cccnc3)nc3ccc(Br)cc23)c1,-4,-4,12,-14,-4,-0.8,1.0,19,-3
O=C(c1ccccc1)C(O)(Cc1ccccc1)c1ccccc1 (stereo not drawn),13,-2,0,-2,-13,-1.0,-0.7,22,-3
CN(C)C(=O)c1ccc(NC(=O)c2ccc(-c3ccc(Cl)cc3)o2)cc1,-17,-6,15,-4,0,-0.3,2.4,-1,-23
COc1ccc(C)cc1S(=O)(=O)NC1CCCCC1C (stereo not drawn),-4,-2,8,-4,18,-0.6,0.3,1,-16
CCCS(=O)(=O)NC(=O)C1(C)CCN(C(=O)c2oc3ccccc3c2C)C1 (stereo not drawn),8,0,6,1,-3,-0.1,-1.1,-8,0
O=C(NCCn1ccc2ccccc21)c1ccc2c(c1)OCO2,2,-5,-15,0,3,-0.5,-0.3,-4,8
O=C1CCCc2nc(N3CCN(C(=O)c4ccco4)CC3)ncc21,0,-4,1,0,1,0.2,1.4,-4,5

# An excerpt of these results, as labelled records:
Molecule: CCOc1ccc(N2CC(C(=O)NCc3ccccc3)CC2=O)cc1 (stereo not drawn)
  eLon inh: -13
  bovine MsrA act: -2
  SKN-1 inh: 14
  MT1-MMP act inh: 4
  CendR NRP1 mod: 2
  Tb MetRS inh: 0.0
  MsrA inhibitor: -1.3
  FAS-TE inh: -2
  MLLE-PAM2 inh: 7
Molecule: CC1(C)CC(=O)C2=C(C1)N(Cc1ccco1)C(=O)C2(O)C(F)(F)F (stereo not drawn)
  eLon inh: 2
  bovine MsrA act: 3
  SKN-1 inh: 7
  MT1-MMP act inh: 4
  CendR NRP1 mod: 6
  Tb MetRS inh: -0.2
  MsrA inhibitor: 1.1
  FAS-TE inh: -5
  MLLE-PAM2 inh: -12

# A second format for some results above:
molecule	eLon inh	bovine MsrA act	SKN-1 inh	MT1-MMP act inh	CendR NRP1 mod	Tb MetRS inh	MsrA inhibitor	FAS-TE inh	MLLE-PAM2 inh
OC[C@@H]1CN(Cc2ccc3c(c2)OCO3)C[C@H](n2cnc3c(NC4CCC4)ncnc32)O1	-16	0	-6	3	-1	-0.1	-0.1	-4	3
CCOC(=O)CN(C(=O)COc1nc(-c2ccccc2)cc(C)c1C#N)c1ccc(C)cc1	15	-2	0	-37	-2	-0.8	0.0	49	2
Cn1c(SCC(=O)c2ccc3c(c2)OCCO3)nnc1C(F)(F)F	-7	-5	-1	-2	13	-0.7	-0.3	-8	-8
CCCS(=O)(=O)NC(=O)C1(C)CCN(C(=O)c2oc3ccccc3c2C)C1 (stereo not drawn)	8	0	6	1	-3	-0.1	-1.1	-8	0
